GRK2 aptamer HTS: human GRK2 inhibition via aptamer displacement; 330,000 tested, 0.59% active; inhibition of aptamer binding, % at 10 µM; AID 488847; P25098; bead flow cytometry, FAM-aptamer displacement from GRK2;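 active means inhibition of aptamer binding above 40%, roughly 3 SD of noise, on plates passing a quality check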;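 further: median bead fluorescence of bound FAM aptamer so fluorescent compounds give negative values; no value below 0 was filed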
Target sequence (P25098 whole entry, looked up): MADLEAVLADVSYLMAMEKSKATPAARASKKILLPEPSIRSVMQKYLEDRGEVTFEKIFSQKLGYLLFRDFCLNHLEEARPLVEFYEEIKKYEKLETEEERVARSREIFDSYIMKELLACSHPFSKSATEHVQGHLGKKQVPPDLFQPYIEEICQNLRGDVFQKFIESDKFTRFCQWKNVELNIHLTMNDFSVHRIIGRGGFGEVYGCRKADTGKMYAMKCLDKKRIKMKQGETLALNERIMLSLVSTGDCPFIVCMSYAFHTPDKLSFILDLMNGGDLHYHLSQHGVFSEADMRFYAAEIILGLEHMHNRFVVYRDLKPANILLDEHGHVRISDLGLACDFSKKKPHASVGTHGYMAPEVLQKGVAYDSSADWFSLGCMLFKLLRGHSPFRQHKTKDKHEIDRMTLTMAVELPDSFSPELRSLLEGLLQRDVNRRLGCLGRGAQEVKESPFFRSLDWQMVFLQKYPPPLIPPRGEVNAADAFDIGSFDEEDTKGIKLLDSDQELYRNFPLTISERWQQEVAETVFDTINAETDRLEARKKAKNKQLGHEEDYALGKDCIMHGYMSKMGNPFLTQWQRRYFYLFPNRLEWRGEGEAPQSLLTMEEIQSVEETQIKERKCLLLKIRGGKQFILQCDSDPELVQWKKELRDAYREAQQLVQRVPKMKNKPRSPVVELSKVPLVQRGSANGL
GLD-1 TGE inh: GLD-1-TGE RNA interaction inhibition (C. elegans); inhibition, % at 5.96 µM; 320,000 tested, 0.44% active; purified GLD-1 + fluorescein TGE RNA, fluorescence polarization;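 active means percent inhibition above a per-plate cutoff, the plate mean of test compounds plus 3 SD, cut at about 30% in these data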;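 further: 0% = DMSO wells with GLD-1 and probe and 100% = wells lacking GLD-1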
MEX-5 binding: C. elegans MEX-5 TCR-2 RNA binding activity; activity score (negative = inhibition of binding), % at 10 µM; Q9XUB2; MEX-5/FITC-TCR2 RNA binding, fluorescence polarization; hits give low values; 300,000 tested, 0.38% active;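 active means inhibition past about -25% in most replicates, and total fluorescence under double the plate's negative control median, limit read from the data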;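 further: 0% = DMSO and -100% = 5 µM competing unlabeled TCR2 RNA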
BCLXL inh: blocks human Bcl-xL binding to Bim BH3 peptide | GST-Bcl-xL / FITC-Bim BH3 peptide fluorescence polarization | inhibition, % at 10.9 µM | 320,000 tested, 0.7% active | AID 2129;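 active means inhibition above the mean of all tested compounds plus 3 SD, cutoff set per campaign, cut at about 30% in these data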;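 further: 0% = DMSO wells and 100% = unlabeled Bim-BH3 peptide competitor; inhibitors lower millipolarization by displacing the labeled peptide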
Fam108B counter: blocks mouse Fam108B hydrolase in RBBP9 counter-screen | recombinant Fam108B, FP-Rh probe fluorescence polarization | inhibition, % at 9.51 µM | 300,000 tested, 0.33% active | AID 1947;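 active means inhibition above the screen mean inhibition plus 3 SD, computed separately per campaign, cut at about 18% in these data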;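 further: inhibitors lower polarization as less probe binds the enzyme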
Efflux pump mplx: antifungal efflux pump inhibition, Nile Red retention; S. cerevisiae Candida pump triplex; inhibition, % at 10 µM; 330,000 tested, 0.44% active;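 active means plate passing quality check with inhibition over a set limit, or well fluorescence over plate mean plus 4 SD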;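 further: Nile Red retained in pooled yeast measured as flow cytometry median fluorescence; 0% = buffer negative control and 100% = Enniatin B positive control; higher means more Nile Red kept so more efflux inhibition; some compounds called inactive have numbers as strong as hits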
VLA-4 inh: inhibition in a human VLA-4 binding assay; VLA-4 expressing cells, ligand binding flow cytometry; inhibition, % (about 7 µM as worked out from the volumes in the protocol); 330,000 tested, 0.2% active; AID 2557; in the data active means inhibition above about 50%
PME-1 primary: PME-1 (human) inhibition; Q9Y570; recombinant PME-1, FP-Rh probe fluorescence polarization; inhibition, % at 5.9 µM; 320,000 tested, 0.53% active;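 active means inhibition above the campaign mean of all compounds plus 3 SD, cut at about 26% in these data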;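 further: competitive labeling of PME-1 active site by serine hydrolase directed probe; 0% = PME-1 with DMSO and 100% = wells lacking PME-1 enzyme; inhibitors block probe labeling so polarization falls and inhibition rises; many of its hits are not listed in these tables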
MCL1 BIM primary: inhibitors of human MCL1 binding to BIM-BH3 peptide; Q07820; GST-MCL1 / FITC-Bim-BH3 fluorescence polarization; inhibition, % at 10.9 µM; 320,000 tested, 0.68% active;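 active means inhibition above the mean inhibition of all tested compounds plus 3 SD, set per campaign, cut at about 40% in these data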;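 further: 0% = DMSO wells and 100% = unlabeled Bim-BH3 peptide control; higher means more loss of mP so more displacement of Bim peptide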
Target sequence (Q07820 whole entry, looked up): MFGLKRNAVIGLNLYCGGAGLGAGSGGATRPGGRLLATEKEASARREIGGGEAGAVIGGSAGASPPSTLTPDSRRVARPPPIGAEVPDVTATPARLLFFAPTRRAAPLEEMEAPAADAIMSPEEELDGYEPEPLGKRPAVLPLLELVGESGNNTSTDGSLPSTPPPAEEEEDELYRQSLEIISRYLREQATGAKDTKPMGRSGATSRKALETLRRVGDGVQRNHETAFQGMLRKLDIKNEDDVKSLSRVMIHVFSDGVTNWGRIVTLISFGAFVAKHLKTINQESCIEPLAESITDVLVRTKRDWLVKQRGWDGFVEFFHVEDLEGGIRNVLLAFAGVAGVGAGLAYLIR
The depositor's hits bear a star; nt = no result given.

SMILES	GRK2 aptamer HTS	GLD-1 TGE inh	MEX-5 binding	BCLXL inh	Fam108B counter	Efflux pump mplx	VLA-4 inh	PME-1 primary	MCL1 BIM primary
COc1ccc(CCN(C)C(=O)c2ccc(OCC(=O)N3CCOCC3)c(OC)c2)cc1OC	1	5	0.8	0	-4	0.1	-16	-1	6
CN1C(=O)CC(N2CCC(c3nc4ccccc4s3)CC2)C1=O (stereo unspecified)	0	10	1.2	4	2	-0.1	-11	-6	1
COc1cc2cc(C(=O)N3CCN(Cc4ccc5c(c4)OCO5)CC3)[nH]c2cc1OC	4	-5	-2.4	2	-2	0.1	-2	-4	4
Cc1c(N=C2NN=C(c3c[nH]c4ccccc34)CS2)c(=O)n(-c2ccccc2)n1C	25	1	0.5	7	6	0.2	-40	5	13
Cn1c(=O)oc2cc(S(=O)(=O)N3CCOCC3)ccc21	3	0	-1.8	3	-2	0.0	5	-5	3
C=CCn1c(Sc2nnc(C)s2)nc2c1c(=O)[nH]c(=O)n2C	0	6	2.0	6	2	0.0	9	3	2
O=C(O)C1CC(c2ccccc2F)=NO1 (stereo unspecified)	6	1	-1.1	2	-1	0.0	-6	6	3
COc1ccccc1-c1nnc2n1N=C(C(C)(C)C)CS2	0	3	-0.6	8	2	-0.1	-11	7	5
COc1ccc(S(=O)(=O)N(C)c2nc3ccccc3n3c(CC(C)C)nnc23)cc1	7	0	0.0	4	3	0.0	4	-4	6
c1ccc2c(c1)CC(CN1CCNCC1)O2 (stereo unspecified)	0	nt	-1.3	nt	nt	0.0	-2	nt	nt
COc1ccc(CNC(=O)C2(c3ccc(Cl)cc3)CC2)cc1	1	5	0.0	4	-4	-0.1	6	-1	-4
Cc1ccc(NC(=O)CSc2nnc(/N=C/N(C)C)s2)cc1	0	-5	-0.3	4	-1	-0.1	-1	-1	8
O=C(Nc1ccc2c(c1)CCC2)c1ccc(Br)o1	0	10	-1.3	11	4	-0.1	-11	-5	9
Cc1ccc(N(C)/N=C/c2ccc(Cl)cc2Cl)nn1	4	1	3.7	2	0	0.1	5	-5	4
CCCOc1nc2ccccc2cc1/C=C/C(=O)O	0	-4	-1.2	10	-9	-0.1	0	5	-4
Cc1cc(OCC(=O)Nc2ccccc2F)nc(C(C)C)n1	4	5	0.6	6	-3	-0.2	-10	2	4
CCOC(=O)C(=NCCOC)NNc1cc(Cl)ccc1Cl	0	-7	-5.6	5	3	-0.2	-11	-3	7
O=C(CN1C(=O)c2ccc([N+](=O)[O-])cc2C1=O)Nc1nnc(C2CC2)s1	2	-5	nt	nt	nt	0.1	-6	nt	nt
CCN(CC)S(=O)(=O)c1ccc(C(=O)NCC(=O)N/N=C/c2ccccc2OC)cc1	0	10	1.6	0	3	0.0	-3	7	3
CC(=Nc1ccc(O)cc1)c1sc2ccccc2c1O	5	-139	-19	-44	4	-0.1	-3	0	-52
c1ccc2c(c1)OCC(CNc1ncnc3nc[nH]c13)O2 (stereo unspecified)	3	-3	-0.2	0	0	-0.4	-3	-2	-3
O=C(Nc1ccc(Cl)c(Cl)c1)c1ccc(Cn2c(=O)[nH]c3ccsc3c2=O)cc1	0	0	-1.7	2	-64	0.0	0	-67	5
COC(=O)[C@H](CCSC)NC(=O)Nc1ccc(C(C)C)cc1	0	3	0.7	3	2	-0.2	0	3	6
Nc1ccccc1SC1CC(=O)N(c2ccccc2Cl)C1=O (stereo unspecified)	0	-3	0.8	-1	-5	-0.2	30	6	-6
CNC(=O)c1cc(S(=O)(=O)NCc2ccncc2)ccc1OC	0	-1	0.3	4	-1	-0.3	3	2	11
CC(=O)Nc1ccc(NC(=O)CSc2nnc(NC(=O)C3CC3)s2)cc1	0	2	-1.1	3	0	-0.1	14	1	3
CC(C)CCNC(=O)c1nnc(Cc2ccc(Cl)cc2)o1	0	0	4.0	4	3	-0.2	11	-3	8
COc1ccc(COCCN2CCN(S(=O)(=O)c3ccccc3)CCC2=O)cc1	0	6	-0.6	1	-4	-0.1	-5	4	4
CCCc1cc(=O)[nH]c(SCc2cccc(C)c2)n1	1	6	0.3	1	3	-0.1	-43	-4	-8
COc1ccccc1CC(=O)NC1CCCCCC1	0	-12	0.6	5	-5	-0.1	1	-2	-8
COC(=O)c1c(C)c(OC(=O)c2c(C)cc(O)c(C=O)c2O)cc(C)c1O	0	1	1.0	-2	-2	0.2	-4	2	2
COc1ccc(-c2[nH]ncc2-c2ccc3c(c2)OCCO3)c(O)c1	0	-5	-1.8	5	4	0.2	8	-2	5
COc1cc(CNc2ccc(N3CCCCC3)cc2)ccc1OCC(=O)NC(C)(C)C	0	1	3.1	14	2	0.0	-4	-4	10
Cc1cc(C)c(S(=O)(=O)Nc2ccccc2C(=O)N2CCCC2)c(C)c1	0	5	0.0	0	1	0.0	2	18	-3
COc1ccc2[nH]c(O)c(N=NC(=O)c3ccc(NS(=O)(=O)c4cccs4)cc3)c2c1	0	5	nt	5	nt	-0.2	9	30*	19
COc1ccc(N(CC(O)CN2CCOCC2)S(=O)(=O)c2ccccc2)cc1 (stereo unspecified)	1	0	-1.0	0	2	0.9	-8	-2	-5
O=C(Nc1cscc1S(=O)(=O)c1ccccc1)c1ccccc1Cl	0	1	0.8	-2	2	-0.1	-4	6	0
CCOC(=O)N1CCN(C(=O)COC(=O)c2cc(Cl)cc(Cl)c2)CC1	0	-5	nt	nt	nt	0.0	13	nt	nt
O=c1[nH]c2cc(C(F)(F)F)ccc2n1-c1cc(C(F)(F)F)ccc1O	2	-5	nt	3	4	0.0	-10	-18	1
CCOC(=O)C1=C(O)/C(=C\c2sccc2C)N=C1C	2	-2	-0.7	9	1	0.2	36	5	9

Not a retest: an excerpt of the list.
SMILES	GRK2 aptamer HTS	GLD-1 TGE inh	MEX-5 binding	BCLXL inh	Fam108B counter	Efflux pump mplx	VLA-4 inh	PME-1 primary	MCL1 BIM primary
Cc1cc(C)c(S(=O)(=O)Nc2ccccc2C(=O)N2CCCC2)c(C)c1	0	5	0.0	0	1	0.0	2	18	-3
COc1ccc2[nH]c(O)c(N=NC(=O)c3ccc(NS(=O)(=O)c4cccs4)cc3)c2c1	0	5	nt	5	nt	-0.2	9	30*	19
COc1ccc(N(CC(O)CN2CCOCC2)S(=O)(=O)c2ccccc2)cc1 (stereo unspecified)	1	0	-1.0	0	2	0.9	-8	-2	-5
O=C(Nc1cscc1S(=O)(=O)c1ccccc1)c1ccccc1Cl	0	1	0.8	-2	2	-0.1	-4	6	0
CCOC(=O)N1CCN(C(=O)COC(=O)c2cc(Cl)cc(Cl)c2)CC1	0	-5	nt	nt	nt	0.0	13	nt	nt
O=c1[nH]c2cc(C(F)(F)F)ccc2n1-c1cc(C(F)(F)F)ccc1O	2	-5	nt	3	4	0.0	-10	-18	1
CCOC(=O)C1=C(O)/C(=C\c2sccc2C)N=C1C	2	-2	-0.7	9	1	0.2	36	5	9

(listing goes on)
SMILES	GRK2 aptamer HTS	GLD-1 TGE inh	MEX-5 binding	BCLXL inh	Fam108B counter	Efflux pump mplx	VLA-4 inh	PME-1 primary	MCL1 BIM primary
CCOc1cc(/C=N\NC(=O)c2c(C)nc3ccccn23)ccc1O	0	-2	1.2	5	-1	0.0	9	-8	9
Cc1ccc(S(=O)(=O)c2c[nH]c3ccc(Cl)cc3c2=O)cc1	1	1	-0.4	0	1	0.0	5	-5	1
CC(=O)Nc1ccc(N2C(C(C)=O)=NN(c3ccc(Cl)cc3)C2c2sccc2C)cc1 (stereo unspecified)	0	7	-2.3	-3	4	-0.1	-13	9	-6
CC1Cc2cc(S(=O)(=O)N3CCCC(C(=O)N4CCCCC4)C3)ccc2N1C(=O)C1CC1 (stereo unspecified)	2	-1	1.5	3	2	0.2	3	-4	-5
COc1ccccc1N(CC(=O)NCc1ccccn1)S(C)(=O)=O	1	0	-1.7	3	-1	0.1	14	-5	-4
Cc1n[nH]c(=O)c2c(NC(=O)CSc3nnc(C4CC4)n3C)oc(C)c12	2	-2	-0.7	7	-2	0.0	-4	-1	4
COc1ccc(NC(=O)c2cccc(Oc3ccc([N+](=O)[O-])cc3Cl)c2)cc1	2	7	1.2	6	-4	0.3	3	-9	12
CC[C@@]12C(=O)N(c3cccc(Cl)c3)C(=O)N1[C@H](c1ccc(Br)cc1)[C@@H]1C(=O)N(C(C)(C)C)C(=O)[C@@H]12	0	3	0.9	3	-4	-0.1	18	4	2
O=C(NNC(=O)c1cccc(Cl)c1)NNC(=O)c1cccc(Cl)c1	0	2	nt	nt	nt	-0.1	0	nt	nt
CCCOc1ccc2oc(=O)c3c(c2c1)CCCN3C(=O)CN(C)Cc1ccccc1	1	3	-1.0	8	-1	-0.1	5	-1	5
CN1CCN(NC(=O)c2ccc(COc3ccccc3Br)o2)CC1	0	6	-0.6	1	-2	-0.1	-2	-7	-6
Cc1ccc(NC(=O)C2CCN(S(=O)(=O)c3cccs3)CC2)c(O)c1	3	1	1.9	3	2	-0.1	-3	2	-2
Cc1nnc(SCC(=O)NC(C)c2ccccc2)[nH]c1=O (stereo unspecified)	0	-16	0.9	-4	1	0.1	13	4	-7
COc1ccc(CCNC(=O)Cc2nn(C)c(=O)c3ccccc23)cc1OC	2	-1	-3.5	8	3	0.0	-3	0	5
CCCc1nn(C)c(C(=O)Nc2ccc3ccccc3c2)c1Cl	1	-1	1.1	5	2	0.3	13	-2	6
Cc1ccc2nc(NC(=O)c3ccc(NS(=O)(=O)c4cccs4)cc3)sc2c1	0	9	-1.3	9	1	0.1	-4	-3	7
CC(C)COc1ccc(C(=O)Nc2ccc(NC(=O)c3ccco3)cc2)cc1	0	-8	1.9	-4	-11	0.1	13	-18	-5
Cc1ccn2c(NC(=O)c3cccs3)c(-c3ccccc3)nc2c1	0	10	0.3	6	7	-0.8	-7	-8	0
C/C(=C\c1ccc(Br)cc1)C(=O)c1c(C)cc(C)[nH]c1=O	15	nt	0.8	nt	nt	0.0	6	nt	nt
Cc1cc(C)cc(NC(=O)Cn2ncn3c(cc4ccccc43)c2=O)c1	0	-4	3.1	2	11	-0.1	-6	-3	2
CC(=O)N1N=C(c2ccccc2)CC1c1ccc2c(c1)OCO2 (stereo unspecified)	0	-2	-0.8	5	-3	0.1	30	-2	6
Cc1ccccc1OCC(=O)Nc1ccccc1-c1ccccc1	0	7	-2.1	1	-2	-0.1	-13	-2	-3
COc1ccc(Nc2cc(C)nc3ncnn23)c(OC)c1	2	6	1.4	1	-2	-0.2	33	-1	1
Nc1cc(=O)nc(SCC(=O)Nc2cccc3ccccc23)n1CCc1ccccc1	0	6	-1.1	7	4	-0.1	12	5	13
Cc1ccc(NC(=O)c2noc3c2CCc2ccccc2-3)cc1	1	4	-0.2	7	-1	-0.1	-7	-3	4
CC(C)(CO)NC12CC3CC(CC(C3)C1)C2	6	-3	-0.1	5	5	0.1	9	3	-1

An excerpt from above in order of molar mass, largest number first:
SMILES	GRK2 aptamer HTS	GLD-1 TGE inh	MEX-5 binding	BCLXL inh	Fam108B counter	Efflux pump mplx	VLA-4 inh	PME-1 primary	MCL1 BIM primary
Nc1cc(=O)nc(SCC(=O)Nc2cccc3ccccc23)n1CCc1ccccc1	0	6	-1.1	7	4	-0.1	12	5	13
Cc1ccccc1OCC(=O)Nc1ccccc1-c1ccccc1	0	7	-2.1	1	-2	-0.1	-13	-2	-3
CC(C)(CO)NC12CC3CC(CC(C3)C1)C2	6	-3	-0.1	5	5	0.1	9	3	-1

Bioassay records as filed in PubChem BioAssay.

Only part of the results is shown (hit frequency here may not be typical).
